NPR1 activator – GC-A stimulated cGMP production enhancers – HEK293 GC-A cells, cGMP TR-FRET, EC30 ANP, primary screen; AID 1671463, 2021; 0% at EC30 ANP, 100% saturating ANP; activation, % at 10 µM; 370,000 compounds, 0.14% hits; in the data active = activation above about 40%
PG9 binder – binders of HIV-1 gp120 antibody PG9, primary screen, biochemical, TR-FRET | HIV-1 gp120 / PG9 antibody interaction | TR-FRET gp120-PG9 antibody binding | inhibition, % at 6.7 µM | 360,000 compounds, 0.43% hits; in the data active = inhibition above about 8.5%
SMARCA2 act – SMARCA2 (BRM) function activators, primary screen, cell-based, luminescence, high throughput. 370,000 compounds, 1% hits. activation, % at 9.1 µM. MG213 cells, MMTV-luciferase reporter, dexamethasone, overnight; in the data active = activation above about 7.8%;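 also: 0% = vehicle wells and 100% = reference activator wells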
rCAG RNA binder – binders of r(CAG) RNA repeats, primary screen, biochemical, fluorescence. inhibition, % at 3 µM. 370,000 compounds, 1.3% hits. r(CAG) RNA repeat, TO-PRO-1 dye displacement fluorescence;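 active = inhibition above the plate cutoff, the mean of all test compounds on that plate plus 3 SD, cut at about 35% in these data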;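 also: 0% = DMSO alone and 100% = 100 µM mitoxantrone as full dye displacement; higher means more dye released from RNA so lower well fluorescence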
ASAP1 GAP inh – inhibitors of human ASAP1 ArfGAP activity, primary screen, biochemical, fluorescence polarization; Arf-GAP with SH3 domain, ANK repeat and PH domain-containing protein 1 (Homo sapiens), …; ASAP1-stimulated ARF1 GTP hydrolysis, GDP FP detection; inhibition, % at 16.5 µM; 360,000 compounds, 0.19% hits; AID 624377, 2012; in the data active = inhibition above about 25%;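 also: 0% = vehicle with enzyme and substrate and 100% = no enzyme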
Target sequence (Q9ULH1 325-724 limits assumed): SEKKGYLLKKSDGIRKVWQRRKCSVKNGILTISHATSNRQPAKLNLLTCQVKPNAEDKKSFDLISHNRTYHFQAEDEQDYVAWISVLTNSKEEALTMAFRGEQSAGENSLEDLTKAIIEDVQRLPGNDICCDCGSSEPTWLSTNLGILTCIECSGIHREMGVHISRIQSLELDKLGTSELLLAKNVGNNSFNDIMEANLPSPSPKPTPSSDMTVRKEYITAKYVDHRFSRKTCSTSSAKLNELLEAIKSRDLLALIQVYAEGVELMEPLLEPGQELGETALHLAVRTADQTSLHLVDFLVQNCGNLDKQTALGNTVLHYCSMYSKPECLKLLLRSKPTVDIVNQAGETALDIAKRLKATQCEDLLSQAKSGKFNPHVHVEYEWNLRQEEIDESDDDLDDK
ABHD4 inh – ABHD4 inhibitors, primary screen, biochemical, fluorescence polarization, mouse. AID 720543, 2013. 370,000 compounds, 0.54% hits. (Lyso)-N-acylphosphatidylethanolamine lipase (Mus musculus), Q8VD66. purified mABHD4, FP-Rh probe fluorescence polarization. inhibition, % at 8.92 µM;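 active = inhibition exceeding the mean over every tested compound plus 3 SD, cut at about 30% in these data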;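 also: 0% = plate median of compound wells and 100% = S159A mutant with DMSO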
Target sequence (Q8VD66 whole entry, looked up): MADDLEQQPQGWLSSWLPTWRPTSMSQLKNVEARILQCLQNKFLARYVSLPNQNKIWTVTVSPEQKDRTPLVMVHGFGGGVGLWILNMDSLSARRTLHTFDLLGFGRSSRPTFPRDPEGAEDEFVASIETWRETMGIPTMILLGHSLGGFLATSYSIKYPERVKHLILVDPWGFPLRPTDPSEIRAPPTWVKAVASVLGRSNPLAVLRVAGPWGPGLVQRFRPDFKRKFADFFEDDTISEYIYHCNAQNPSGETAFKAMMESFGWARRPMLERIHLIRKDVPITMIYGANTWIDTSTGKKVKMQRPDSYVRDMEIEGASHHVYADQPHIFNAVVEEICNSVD
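Test system: mABHD4 protein | Buffer or medium: HEPES pH 7.0 buffer, 150 mM NaCl, 0.01% Pluronic F-127 | Probe or stimulus: FP-Rh fluorescent activity-based probe, added after compound pre-incubation | Timing: Pre-incubation 45 min, probe exposure 60 min, at 25 °C | Technique: Fluorescence polarization, excitation 525 nm, emission 598 nm, BODIPY TMR filters | Repeats: Single well per compound (singlicate)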
NPR2 activator – human GC-B receptor activators, primary screen, HEK293 GC-B cells, cGMP TR-FRET, EC30 CNP | Atrial natriuretic peptide receptor 2 (Homo sapiens), P20594 | 0% at EC30 CNP, 100% saturating CNP | activation, % at 10 µM | 370,000 compounds, 0.11% hits | AID 1920062, 2024;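 active = activation at 10 µM reaching about 35% in either raw or pattern-adjusted values, limit read from the data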
ARFGAP1 inh – inhibitors of rat ARFGAP1 GAP activity, primary screen, biochemical, fluorescence polarization, GDP tracer. Arfgap1-stimulated ARF1 GTP hydrolysis, GDP FP detection. 360,000 compounds, 0.26% hits. inhibition, % at 16.5 µM. ADP-ribosylation factor GTPase-activating protein 1 (Rattus norvegicus), Q62848;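 active = inhibition above a per-plate limit, mean inhibition of low control wells plus 3 SD, cut at about 25% in these data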;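 also: 0% = DMSO wells with enzyme and 100% = wells lacking Arfgap1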
Target sequence (Q62848 1-136 limits assumed): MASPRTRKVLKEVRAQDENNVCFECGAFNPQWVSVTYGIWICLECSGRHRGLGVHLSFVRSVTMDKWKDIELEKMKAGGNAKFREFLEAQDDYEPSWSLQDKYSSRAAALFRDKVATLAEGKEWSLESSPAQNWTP
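Assay system: purified rat His6-Arfgap1 residues 1-136 (GAP domain); Reagent: human Δ17 ARF1 bound to GTP; Dosing: 16.5 µM single point, 1.26% DMSO; Times: GTP hydrolysis reaction 2 h at 25 °C; Signal: FP, GDP Alexa 633 tracer displaced from anti-GDP antibody, 620/688 nm; Measure: % inhibition from polarization.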
Rev-erbA mod – modulators of Rev-erb alpha DNA binding, primary screen, biochemical, FITC-DNA, fluorescence polarization, uHTS; Nuclear receptor subfamily 1 group D member 1 (Homo sapiens), P20393; Rev-erbα–FITC-DNA binding, 90 min; activity, % at 10 µM; 370,000 compounds, 0.79% hits; AID 1259318, 2017;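 active = activity above about 14%, limit read from the data; passing the limit was not always enough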;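 also: 0% = DMSO wells with 35 nM protein and 100% = DMSO wells with 750 nM protein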
HTRA1 inh – HTRA1 serine protease inhibitors, primary screen, biochemical, fluorescence polarization, HTS | inhibition, % at 5.96 µM | 340,000 compounds, 0.5% hits | recombinant HTRA1, FP-rhodamine activity-based probe | Q92743; in the data active = inhibition above about 36%;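 also: 0% = enzyme with DMSO and 100% = wells lacking enzyme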
* = called active by the depositor; · = no result given. Compounds as they come; any-hit rate near 4.4%.

SMILES	NPR1 activator	PG9 binder	SMARCA2 act	rCAG RNA binder	ASAP1 GAP inh	ABHD4 inh	NPR2 activator	ARFGAP1 inh	Rev-erbA mod	HTRA1 inh
CCOc1cc(-c2sc(Nc3cc(C)ccc3OC)n[n+]2-c2ccccc2)ccc1OC	-8	-4.5	0	-1	-11	6	-13	-3	2	-16
CCc1cc(C(=O)NCCN(C)C)cs1	0	1.6	-2	-3	-10	0	7	0	-2	-2
C[C@@H]1CN([C@@H](C)CO)C(=O)c2cccc(NC(=O)c3nc4ccccc4s3)c2O[C@@H]1CN(C)CC1CC1	-3	-1.9	2	1	-6	5	-4	9	-2	-11
N#CC1CN(Cc2ccccc2)CN(Cc2ccccc2)C1	2	1.1	1	-8	-15	1	2	7	-1	6
CCCn1nc(NS(=O)(=O)c2cccc3nonc23)c2cc3cc(C)ccc3nc21	-5	-4.3	0	23	6	19	-12	-5	3	0
CCCn1c(C(C)Nc2nc(-c3ccc(OC)cc3)cs2)nc2ccccc21 (configuration not stated)	-2	-1.5	0	3	7	3	-7	0	-4	-8
COc1ccc(Br)c(C(=O)OCC(=O)NC2CCCCCCC2)c1	-4	1.8	5	0	-6	-3	-2	0	-3	-12
Cc1ccc(C)c(NC(=O)COC(=O)CNC(=O)C2CCCCC2)c1	-3	3.0	-2	-1	-8	10	-2	-7	-1	0
COc1ccc(NC(=O)c2cnn(-c3ccccc3)c2C)cc1OC	0	1.1	2	-5	-7	-2	1	-17	5	6
COc1ccc(C(=O)Nc2ccc(Cl)cc2C(=O)NCc2ccco2)cc1OC	33	0.8	-3	5	-5	-8	39*	-13	-3	-22
CN(NC(=O)COc1ccccc1)c1ccccc1	-1	0.6	-3	-4	-11	3	0	6	-1	-5
CCOC(=O)c1sc(NC(=O)c2c(C)nn(Cc3ccccc3)c2C)cc1C	-4	-0.5	-5	1	-1	-19	-1	7	-4	-33
COc1ccc(C(=O)c2sc(Nc3ccc(NC(C)=O)cc3)nc2C)cc1	-3	-1.0	-6	4	10	10	-1	6	4	0
COc1ccc(OC)c(-n2nnnc2SCC(=O)Nc2ccccc2N2CCOCC2)c1	-7	-0.5	-1	-6	5	-9	0	0	2	-7
O=C(CN1CCN(CC(=O)Nc2ccccc2Cl)CC1)NCC1(N2CCOCC2)CCCCC1	5	-1.7	0	-5	0	1	3	-20	-1	6
Cc1nnc2ccc(-c3ccc(NS(=O)(=O)c4ccccc4[N+](=O)[O-])cc3)nn12	2	-2.0	0	20	-4	-3	-2	11	-11	6
O=C(c1cc2cc3ccc(Cl)cc3nc2o1)N1CCN(Cc2ccc3c(c2)OCO3)CC1	2	2.4	-5	-2	4	1	-5	11	-2	-5
CC(C)N(CCCNC(=O)C1CCN(C(=O)c2cc3sccc3n2C)CC1)Cc1ccccc1	0	-0.1	-3	-9	-25	5	12	3	-4	3
CN(C(=O)c1cccc(NC(=O)Cc2ccc(NC(=O)C3CCCN(C(=O)C4CC4)C3)cc2)c1)C1CCCC1 (configuration not stated)	0	-2.2	4	2	4	-4	-1	9	1	1
O=C(NC1=NN(c2ccccc2)CC1)Nc1ccccc1F	20	-1.0	3	22	6	1	-7	-5	-2	7
COc1ccc(-c2ccc(C)cc2)cc1[C@H]1[C@H]2C=CC[C@@H](C)[C@@H]2C(=O)N1Cc1ccccc1	0	-1.1	0	2	6	1	1	6	-2	-7
Cn1nnnc1SCc1ccccc1F	-6	2.0	-3	1	-1	-6	3	8	1	6
CCOC(=O)CSc1nc2c(c(=O)[nH]c(=O)n2C)n1Cc1ccccc1	8	-2.7	0	-2	2	3	2	-6	6	-2
O=C(NCCN1CCC(n2c(=O)[nH]c3ccccc32)CC1)c1ccc(F)cc1Cl	5	0.6	-4	-2	-5	-1	0	4	-8	·
CN(Cc1ccccc1)C(=O)c1ncn2c1c(=O)[nH]c1cccnc12	-4	-1.5	-4	2	9	4	5	5	1	8
SMILES	NPR1 activator	PG9 binder	SMARCA2 act	rCAG RNA binder	ASAP1 GAP inh	ABHD4 inh	NPR2 activator	ARFGAP1 inh	Rev-erbA mod	HTRA1 inh
N#CC1CCN(c2ncccc2[N+](=O)[O-])CC1	0	0.5	-5	-1	9	-1	2	-2	-1	·
C[C@@H]1CNC(=O)c2c(C(=O)NCc3ccc(CNC(=O)OC(C)(C)C)cc3)ncn21	-1	-2.3	-5	0	-3	-1	-5	0	6	1
CN(CC(=O)Nc1ccccc1Cl)C(=O)COC(=O)C1=COCCO1	2	-1.6	-1	2	6	1	2	12	-2	0
CC(=O)N1CCN(Cc2nc3cc([N+](=O)[O-])ccc3n2C)CC1	-2	1.8	-2	1	-14	2	2	1	2	1
O=C(CN1CCN(CC(=O)Nc2cccc(F)c2)CC1)NCC1(N2CCOCC2)CCCCC1	-3	-1.5	2	-2	5	-1	3	2	4	3
COc1ccc(C(=O)Nc2cc(=O)n(C)c(=O)n2C)cc1OC	6	1.0	1	-4	-13	-6	-1	4	0	4
C/C(=N\NC(N)=S)C1(C)CCCCC1	0	0.0	-5	1	20	4	-2	6	-5	5
CC(C)N(C(C)C)S(=O)(=O)c1ccc(NN)nc1	0	-2.1	0	6	2	7	-3	-2	3	-4
Cc1nn(C(C)C(=O)NCCc2ccco2)c(=O)c2nn(-c3ccccc3)c(C)c12 (configuration not stated)	4	2.3	-2	-6	15	2	1	9	1	2
Cc1cccc(C)c1-n1nnnc1C1(C)Cn2nccc2C(=O)N1Cc1ccc(F)cc1 (configuration not stated)	-1	·	0	-2	·	-3	-3	·	-2	·
CCN(CC)S(=O)(=O)c1ccc(C(=O)NCc2n[nH]c(=S)n2Cc2ccccc2)cc1	-4	·	·	·	·	·	0	·	-5	0
COc1ccc(S(=O)(=O)N(C)C)cc1NC(=O)COC(=O)C1CC1	1	0.2	0	2	-4	-1	-4	-2	15	-2
OCc1nc(CO)n(Cc2ccccc2)n1	2	0.7	-1	4	-2	1	4	-6	-4	0
Cc1ccnc(NC(=O)c2ccc3[nH]c(=O)c(=O)[nH]c3c2)c1	3	-1.6	-4	2	-12	-6	-1	-4	-3	-1
COc1ccc(CN(C(=S)Nc2ccccc2)C2CC(=O)N(c3ccccc3)C2=O)cc1 (configuration not stated)	-2	-5.5	-2	7	15	-3	-1	0	-2	-16
COc1ccc(NC(=O)c2c(NC(=O)CCC(=O)O)sc3c2CCCCC3)cc1	2	-1.7	-3	9	9	0	-2	2	-4	7
N#Cc1c(-c2ccc(F)cc2)c(-c2ccc(F)cc2)nn(CCO)c1=O	-2	1.0	-1	0	-8	5	-2	2	1	-2
Cc1cc(=O)oc2c(C(=O)/C=C\c3cccs3)c(O)ccc12	2	-0.5	6	6	0	7	0	-7	-5	-3
CC1=C(C#N)C(c2ccc(O)cc2)C(C#N)=C(C)N1	2	-1.2	-2	0	6	-2	1	2	-6	6
CC(=O)Nc1ccc(S(=O)(=O)N2CCSC2c2ccc(C)cc2)cc1 (configuration not stated)	-1	-0.3	-2	4	5	-19	1	7	-4	-15
COc1ccccc1NC(=O)c1ccc(C(=O)Nc2ccccc2OC)nc1	-1	2.1	-2	1	-8	-1	-10	-13	0	3
CCOC(=O)c1cccc(NC(=O)CCc2nnc3ccc(N4CCOCC4)nn23)c1	0	-2.0	0	-3	9	-1	-3	0	7	-2
COCCOC(=O)c1c(C)oc2ccc(OC(=O)COc3c(F)c(F)c(F)c(F)c3F)cc12	0	2.0	1	1	9	4	-4	4	2	-3
COc1ccc(C2=CC(=O)C[C@H](c3ccc(OC)c(OC)c3)C2)cc1	2	-0.8	0	-3	15	6	1	-1	-1	-3
O=C(NCc1ccc(Cl)cc1)N1CCc2ccccc2C1	0	-1.7	1	-1	-3	-3	1	7	-3	-6
